KB-3-1 cytotox – qHTS assay for MDR1-selective chemotherapeutics: Primary screen using the parental adenocarcinoma cell KB-3-1; KB-3-1 viability, CellTiter-Glo ATP luminescence, 72 h; Potency, µM (highest dose often 46.1 µM), without a hit: top-dose activity change, negative = cytotoxic, actives largely listed as cytotoxic; hit rate 1.4% among 400,000; AID 1347075, 2019; further: potency means the concentration at half of the fitted maximal effect; on the % scale 0 is the no-effect control and ±100 the full control effect; nearly all actives have a fitted effect of over 60% in size
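Parental KB-3-1 adenocarcinoma cells in phenol-red-free DMEM with 10% FBS were pin-treated with compounds at several concentrations, incubated 72 h at 37 °C, and viability read by CellTiter-Glo luminescence; concentration-effect curves were fitted after normalization.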
HepG2 tox – qHTS for Inhibitors of TGF-b: Cytotox Counterscreen. hit rate 0.76% among 410,000. Potency, µM (doses to about 46.1 µM), without a hit: top-dose activity change, negative = cytotoxicity, most hits filed as cytotoxic. AID 588856, 2011. HepG2 CAGA-GFP viability, ATP luminescence, 18 h; further: potency means the concentration at half of the fitted maximal effect; some results filed as inactive show a strong effect at the top dose
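HepG2 CAGA-GFP cells (1000/well, DMEM with 1% FBS) received compound, then TGF-beta at 500 pg/mL final, and were incubated 18 hours at 37 degrees C. Viability was read by CellTiter-Glo luminescence. Media-only wells were set as complete cell-killing and DMSO as no toxicity.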
MCF10A rereplic – A quantitative high throughput screen for small molecules that induce DNA re-replication in MCF 10a normal breast cells; MCF 10A DNA re-replication, Hoechst nuclear intensity, 48 h; Potency, µM (highest dose often 46.1 µM), for the others: at the top dose activity, positive = re-replication, actives largely listed as activators; hit rate 2.9% among 350,000; further: potency means the concentration at half of the fitted maximal effect; % of control where 0% means no effect; nearly all actives have a fitted effect of over 50% in size
IL-1B inflam inh – qHTS for Inhibitors of Inflammasome Signaling: IL-1-beta AlphaLISA Primary Screen; hit rate 4.7% among 360,000; THP-1 LPS/ATP IL-1B secretion, AlphaLISA, 16 h; active compounds read low; activity change, % at 57.5 µM; in the data active means activity change below about -50%; inconclusive means mostly about -30% to -49%; further: on the % scale 0 is the no-effect control and ±100 the full control effect
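THP-1 cells pretreated 1 hr with compounds (up to 57.5 uM final), then stimulated with LPS (250 ng/mL final) plus ATP (1.25 mM final); secreted IL-1B measured by AlphaLISA after 16 hr, decreased signal indicating inhibition.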
HT1080 IDH1KD tx – qHTS for induction of synthetic lethality in tumor cells producing 2HG: qHTS for the HT-1080-IDH1KD cell line; Potency, µM (top dose mostly 46.1 µM), for the others: at the highest dose activity, negative = toxicity, hits mostly cytotoxic; hit rate 2% among 360,000; HT-1080 IDH1 knockdown viability, ATP luminescence, 48 h; AID 686971, 2013;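 further: potency means the concentration at half of the fitted maximal effect; 0% = DMSO wells and -100% = cell-free medium wells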
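Luminescent ATP read-out (CellTiter-Glo, 10 min at room temperature) after 48 h compound exposure at 37 °C gave viability of IDH1-knockdown HT-1080 cells. Activity was normalised to DMSO and cell-free wells, then fitted as concentration-response curves.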
ATXN2 expr inh – Primary qHTS for Inhibitors of ATXN expression; HEK-293 ATXN2-luciferase reporter, luminescence, 24 h; Potency, µM (doses to about 57 µM), inactives show top-dose activity change, negative = inhibition, most hits filed as inhibitors; hit rate 0.72% among 360,000; AID 1745845, 2022; further: potency means the concentration at half of the fitted maximal effect; on the % scale 0 is the no-effect control and ±100 the full control effect; nearly all actives have a fitted effect of over 55% in size
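ATXN2-luciferase reporter cells (luciferase flanked by upstream and downstream ATXN2 gene portions) were treated 24 h at 37 °C with compounds at up to 57 uM. SteadyGlo luminescence gave expression; GF-AFC fluorescence gave viability.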
S2 tox – Viability Counterscreen for Primary qHTS for Inhibitors of ATXN expression; S2 cells (HEK-293 line with an ATXN2-luciferase reporter) viability, CellTiter-Fluor protease fluorescence, 24 h; Potency, µM (series often up to 56.7 µM), usual class: cytotoxic; hit rate 0.49% among 400,000; AID 651635, 2014; further: potency means the concentration at half of the fitted maximal effect; nearly all actives have a fitted effect of over 40% in size
HT1080NT lethal – qHTS for induction of synthetic lethality in tumor cells producing 2HG: qHTS for the HT-1080-NT fibrosarcoma cell line | Potency, µM (titrated, usually from 46.1 µM), without a hit: at the top dose activity, negative = less viability, actives largely listed as cytotoxic | AID 686970, 2013 | hit rate 1.6% among 360,000 | HT-1080-NT fibrosarcoma viability, CellTiter-Glo ATP luminescence, 48 h;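 further: NT is the 2HG producing partner of a matched IDH1 knockdown line; potency means the concentration at half of the fitted maximal effect; 0% = DMSO-treated cells and -100% = media-only wells without cells; nearly all actives have a fitted effect of over 55% in size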
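Toxicity toward the 2HG-producing NT line was scored as %Activity, normalised to DMSO and no-cell wells, from CellTiter-Glo luminescence after 48 hours' treatment.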
SW480 rerep – A quantitative high throughput screen for small molecules that induce DNA re-replication in SW480 colon adenocarcinoma cells; SW480 DNA re-replication, Hoechst DNA content imaging, 48 h; AID 624297, 2012; hit rate 1.8% among 340,000; Potency, µM (doses to about 46.1 µM), for inactives: top-dose re-replication activation, actives largely listed as activators; further: potency means the concentration at half of the fitted maximal effect; % of control where 0% means no effect; nearly all actives have a fitted effect of over 55% in size
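DNA re-replication was detected as more nuclei of elevated Hoechst intensity after 48 hr exposure to compound (23 nL pinned per well of 250 cells).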
The depositor's hits bear a star; i = inactive; ? = inconclusive; / = not tested or not shown; & = joins results of further samples; [ ] = remark or other dose. Unless noted, the call rests on the fitted dose curve; in most records, active means well fitted curve in the direction sought with a large enough effect; inconclusive means small, poorly fitted or top-dose-only effect, or another doubt; inactive means no such curve, though single readings can be large; an effect the other way counts as inactive or inconclusive.

Values in the order – KB-3-1 cytotox, HepG2 tox, MCF10A rereplic, IL-1B inflam inh, HT1080 IDH1KD tx, ATXN2 expr inh, S2 tox, HT1080NT lethal, SW480 rerep
1: Cc1cccc(NC(=O)NCc2ccc3c(c2)cc(C)n3C)c1
  -1%, -6%, 13%, -10, 2%, 0%, i, -5%, 7%
2: COc1cc(OC)c(NC(=O)NCc2cccn2Cc2ccccc2)cc1Cl
  0%, 0%, /, /, /, ?, ?, /, /
3: CCOc1ccc(C(=O)NCC(c2ccc3c(c2)OCO3)N2CCOCC2)cc1 (stereo unspecified)
  2%, -1%, /, /, /, 5%, i, /, /
4: COc1cc(-c2cc3nc4ccccc4n3c(N)c2C#N)cc(OC)c1OC
  1%, 13%, ?, -1, -1%, 0%, i, 0%, ?
5: Cc1cc(C)n(CCC(=O)N2c3ccccc3CC2C)n1 (stereo unspecified)
  2%, -6%, -6%, -2, -3%, /, i, -6%, -18%
6: CC(=O)Nc1ccc(S(=O)(=O)c2ccnc3cc(Cl)ccc23)cc1
  ?, -75%, /, -103*, ?, /, i, ?, /
7: O=C(CSc1nnc2c(Cl)cc(Cl)cn12)N1CCN(S(=O)(=O)c2ccccc2)CC1
  1%, 3%, 7%, 10, 0%, -3%, i, 1%, -4%
8: O=C(Nc1ccc(S(=O)(=O)Nc2ncccn2)cc1)C1CC(=O)N(c2ccccc2)C1 (stereo unspecified)
  15%, 0%, -1%, 12, -1%, -5%, i, 3%, -4%
9: Cc1ccc(S(=O)(=O)NNC(=O)Nc2ccccc2F)c(C)c1
  18%, 4%, -2%, 10, 8%, -2%, i, 8%, 1%
10: CN(C)S(=O)(=O)c1ccc(C(=O)OCC(=O)N2CC3(C)CC2CC(C)(C)C3)cc1 (stereo unspecified)
  -7%, 1%, 1%, 13, 6%, 2%, i, 10%, -4%
11: Cc1ccc(-c2nc3cc(C(C)C)ccc3o2)cc1NC(=O)c1cc2ccccc2o1
  0%, -4%, /, /, /, 2%, i, /, /
12: CC(C)C1=Nc2cccc3cccc(c23)N1
  -4%, 6%, 0%, 7, 2%, -14%, i, -2%, 0%
13: Cc1ccc(/C(N)=N/OC(=O)c2ccc(Cl)cc2Cl)cc1
  ?, -28%, 0%, 17, 8%, 94%[activator], ?, 5%, -3%
14: CC(=O)Nc1ccc(NC(=O)C2CCCN2C(=O)NCc2ccccc2)cc1 (stereo unspecified)
  ?, -2%, -5%, 15, 1%, -1%, i, 13%, -23%
15: CC(=O)c1ccccc1NC(=O)COC(=O)c1c(C)nn(-c2ccccc2)c1C
  14%, -36%, ?, ?, -11%, -7%, i, -4%, -1%
16: Cc1ccc(S(=O)(=O)NNc2ccccc2)c(C)c1
  -1%, 6%, ?, -1, -4%, 21%, i, -11%, ?
17: CC(=O)Nc1ccc(C(=O)Cn2nnc3ccccc3c2=O)cc1
  1%, -17%, ?, -5, -1%, 26%, i, 6%, 3%
18: Cc1ccc(CCNC(=O)CCNS(=O)(=O)c2ccc3c(c2)c(=O)n(C)c(=O)n3C)cc1
  -5%, -6%, ?, -19, 3%, 1%, i, -3%, -4%
19: CCCN(CCC)CCNC(=O)c1cc(-c2ccc(Br)s2)nc2ccccc12
  -7%, -21%, /, /, /, 0%, 32µM*, /, /
20: COc1cc(/C=C/c2[nH]c(=O)[nH]c(=O)c2[N+](=O)[O-])cc(OC)c1O
  7%, -1%, -9%, 11, 2%, /, i, 1%, -8%
21: COc1ccc([C@H]2CC(=O)C=C(c3ccc(OC)c(F)c3)C2)cc1
  -8%, -11%, -30%[inhibitor], 0, -11%, 25%, i, -13%, -5%
22: COCn1c(COc2ccccc2)nc2ccccc21
  -24%, -19%, 16%, -7, 0%, 50%[activator], i, -13%, -17%
23: Cc1ccc(C(=O)NC=C(Cl)Cl)cc1
  12%, 2%, -16%, 7, 15%, 14%, i, 19%, -8%
24: CCOC(=O)C(NC(=O)CC(C)C)(Nc1sc2c(c1C(N)=O)CCCC2)C(F)(F)F (stereo unspecified)
  3%, -27%, -3%, i, 2%, -10%, i, -3%, 12%
25: CC12CCC(=O)N1C(C(=O)N1CCN(c3ccccc3)CC1)CS2 (stereo unspecified)
  13%, 3%, 0%, 1, 14%, 2%, i, 9%, -1%
26: CCc1ccc(C2(O)CC(C(F)(F)F)=NN2C(=O)Cc2ccc([N+](=O)[O-])cc2)cc1 (stereo unspecified)
  -1%, -30%, ?, -3, -7%, 1%, i, -3%, 3%
27: CCOC(=O)C1(C)CCCN1C(=O)c1sccc1C (stereo unspecified)
  ?, -4%, /, 18, 15%, 2%, i, 16%, /
28: Cn1c(=O)c(C(=O)NNC(=O)c2ccccc2F)c(O)c2ccccc21
  ?, -6%, 19%, 10, ?, -18%, i, -17%, ?
29: Cc1nn2cc(-c3cccc(Cl)c3)cnc2c1Br
  0%, -12%, ?, 10, ?, -10%, i, -20%, ?
30: Cc1cccc(CSc2ncc(Cl)c(C(=O)Nc3nnc(C)s3)n2)c1
  5%, -15%, /, /, /, 11%, i, /, /
31: CC(=O)c1ccc(N2CCN(C(=O)C3CCCN(c4ncnc5c4nc4n5CCCCC4)C3)CC2)cc1 (stereo unspecified)
  8%, -13%, 1%, 0, 5%, ?, ?, -1%, -11%
32: Cc1ccc(SC2CCN(C(=O)C3CCC(=O)N(C4CC4)C3)CC2)cc1 (stereo unspecified)
  -14%, -8%, 11%, 0, -3%, 4%, i, -1%, 26%
33: Clc1cccc(NCc2nnc(SCc3ccccc3Cl)o2)c1
  -27%, 2%, 12%, ?, 2%, 0%, i, 0%, -3%
34: Cc1ccc(NC(=O)Cc2noc3ccccc23)cc1
  6%, -4%, 8%, -11, 4%, 56%[activator], i, 7%, -6%
35: CCN1CCN(C(=O)C2CCN(Cc3nc(-c4cccc(Cl)c4)oc3C)CC2)CC1
  -10%, -15%, 7%, ?, -18%, -11%, i, -20%, -4%
36: Cc1cc(C)c(NC(=O)CN(C)C(C)C(=O)N2CCc3ccccc32)c(C)c1 (stereo unspecified)
  1%, -31%, 25%, 11, 7%, -4%, i, 4%, 3%
37: O=C(CSc1nnnn1-c1cccc2ccccc12)NC(C(=O)O)(c1ccccc1)c1ccccc1
  0%, 0%, -1%, 23, 2%, -6%, i, -1%, -9%
38: CC(=O)c1ccc(N2Cc3ccccc3C2)cc1
  -13%, -14%, 4%, -5, -3%, -20%, i, -9%, 3%
39: Cc1ccc(Cn2ccnc2SCC(=O)NC2CCCC2)cc1
  -18%, 0%&-14%, 7%, i, 25%, 5%, i, 12%, -13%
40: CCN1C(=O)C2(C(C#N)=C(N)Oc3n[nH]c(COC)c32)c2ccccc21 (stereo unspecified)
  22%, 2%, 2%, -12, ?, 3%, i, 21%, 1%
41: CCCCCC(=O)N1C[C@@H](n2cc(COC(=O)c3ccccc3)nn2)[C@H](O)C[C@@H]1c1ccccc1
  -7%, -15%, /, 7, -3%, -6%, i, -6%, /
42: CCN(CC)C(=O)c1[nH]cnc1C(=O)N[C@H](C)c1ccccc1
  17%, 4%, 19%, 1, 4%, 8%, i, 0%, -7%
43: O=C1C(=O)N(CCN2CCOCC2)C(c2ccccc2)/C1=C(\O)c1ccc2c(c1)OCCO2 (stereo unspecified)
  /, -2%, -9%, 11, 3%, 4%, ?, 0%, -5%
44: CCn1c(SCC(=O)Nc2nc(-c3ccccc3)cs2)nc2c1c(=O)n(C)c(=O)n2C
  0%, 9%, -3%, 14, 9%, 4%, i, 12%, /
45: COc1ccc([C@@H]2[C@@H]3C(=O)N(C(C)(C)C)C(=O)[C@@H]3[C@]3(C)C(=O)N(c4ccccc4)C(=O)N23)cc1
  -26%, 5%, 21%, 18, 0%, 2%, i, 7%, 19%
46: O=C(CN1CCN(C(=O)c2ccco2)CC1)Nc1ccc2c(c1)OCCO2
  0%, -26%, 0%, 0, -1%, 1%, i, -3%, 4%
47: COc1ccc2nc(Cl)c(C#N)cc2c1
  3%, 2%, -12%, 14, 14%, 1%, i, 8%, -3%
48: Cc1ccc(-n2c(=O)c(C#N)cc3c(=O)n4ccccc4nc32)cc1
  -2%, 1%, ?, 38, 18%, -16%, /, 15%, 2.1µM*
49: CCOC(=O)N1CCN(c2ccc([N+](=O)[O-])cc2)CC1
  -19%, 9%, -3%, 0, 1%, -8%, ?, -1%, 2%
50: Cc1ccc(SCCC(=O)N2CCC(C)CC2)cc1
  8%, 2%, 3%, ?, 7%, 23%, ?, 13%, -7%
51: Cc1ccc(-c2csc(N(CCO)CCCn3c(C(F)(F)F)nc4cc(C(F)(F)F)ccc43)n2)cc1
  -14%, -12%, -33%[inhibitor], 25, -26%, 2%, ?, -11%, 2%
52: N#CCc1ccc(NC(=O)c2ccc(S(=O)(=O)N3CCOCC3)cc2)cc1
  /, 22%, -1%, -3, 7%, 7%, i, 7%, 0%
53: Cc1cc(C)n(C(=O)CCNC(=O)c2ccccc2Cl)n1
  1%, -22%, -3%, 16, 6%, -1%, i, 6%, -16%
54: Clc1ccc2nc(Nc3ccccc3Cl)nc(-c3ccccc3)c2c1
  0%, 15%, /, /, /, 2%, i, /, /
55: COCCCn1c(=O)c2sccc2n(Cc2ccccc2C)c1=O
  0%, -39%, 4%, 7, -13%, 20%, ?, 1%, -20%
56: O=S(=O)(N/N=C1\CCCc2ccccc21)c1ccccc1
  -7%, -17%, 0%, 46, -6%, /, /, -7%, 0%

SW480 rerep, what is marked active above
item	mol	IL-1B inflam inh	SW480 rerep
48	Cc1ccc(-n2c(=O)c(C#N)cc3c(=O)n4ccccc4nc32)cc1	38	2.1µM*
